Tb PGK inh: inhibitors of T. brucei phosphoglycerate kinase; PGK/GAPDH coupled, Kinase-Glo luminescence, 60 min; Potency, µM (titrated, usually from 57.5 µM), inactives show at the top dose activity change, negative = inhibition, usual class: inhibitors; P07378; 380,000 compounds, 0.043% hits; AID 602233; further: on the % scale 0 is the no-effect control and ±100 the full control effect; nearly all actives have a fitted effect of over 60% in size
Target sequence (P07378 whole entry, looked up): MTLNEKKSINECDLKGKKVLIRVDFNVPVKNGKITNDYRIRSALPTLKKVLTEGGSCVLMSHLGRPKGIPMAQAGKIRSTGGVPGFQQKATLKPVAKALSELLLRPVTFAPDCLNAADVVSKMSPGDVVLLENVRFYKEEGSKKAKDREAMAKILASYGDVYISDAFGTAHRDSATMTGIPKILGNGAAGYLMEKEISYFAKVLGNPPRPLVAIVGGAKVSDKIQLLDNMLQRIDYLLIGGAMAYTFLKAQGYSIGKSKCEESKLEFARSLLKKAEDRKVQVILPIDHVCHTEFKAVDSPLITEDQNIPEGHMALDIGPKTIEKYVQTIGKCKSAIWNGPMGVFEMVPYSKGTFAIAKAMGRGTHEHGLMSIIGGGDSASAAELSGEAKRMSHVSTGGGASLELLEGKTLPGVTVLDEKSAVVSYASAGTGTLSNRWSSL
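Recombinant glycosomal PGK reaction used 1,3-bisphosphoglycerate generated in-well by GAPDH (100nM final) in 100mM TEA pH 7.6, 5mM MgCl2, 0.01% Tween-20. After 60 minutes at room temperature, ATP was read by Kinase-Glo Plus luminescence end-point.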
GLS inh: blocks human kidney-isoform glutaminase activity; GLS enzymatic activity, qHTS titration; Potency, µM (titrated, usually from 45.5 µM), for the others: top-dose activity change, negative = inhibition, hits mostly inhibitors; 410,000 compounds, 0.21% hits; further: on the % scale 0 is the no-effect control and ±100 the full control effect
Target sequence (O94925 whole entry, looked up, canonical isoform): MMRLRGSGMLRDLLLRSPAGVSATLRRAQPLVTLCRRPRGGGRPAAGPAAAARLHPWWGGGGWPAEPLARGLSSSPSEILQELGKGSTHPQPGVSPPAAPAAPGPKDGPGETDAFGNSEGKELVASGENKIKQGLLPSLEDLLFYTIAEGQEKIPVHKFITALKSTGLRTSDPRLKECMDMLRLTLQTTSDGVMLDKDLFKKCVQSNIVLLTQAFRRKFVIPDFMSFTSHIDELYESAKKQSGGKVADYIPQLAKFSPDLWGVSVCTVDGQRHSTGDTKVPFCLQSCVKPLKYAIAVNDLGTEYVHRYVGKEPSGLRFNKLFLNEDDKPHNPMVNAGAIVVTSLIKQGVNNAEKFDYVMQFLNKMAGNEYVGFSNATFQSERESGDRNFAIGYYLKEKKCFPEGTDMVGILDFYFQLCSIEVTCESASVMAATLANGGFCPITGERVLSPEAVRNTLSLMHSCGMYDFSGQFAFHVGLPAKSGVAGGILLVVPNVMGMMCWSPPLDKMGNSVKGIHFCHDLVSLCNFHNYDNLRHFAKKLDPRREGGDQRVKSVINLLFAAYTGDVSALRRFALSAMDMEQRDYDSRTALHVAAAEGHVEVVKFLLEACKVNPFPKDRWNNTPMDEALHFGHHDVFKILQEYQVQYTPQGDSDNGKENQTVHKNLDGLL
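Read-out is an Amplex red fluorescence increase coupled through glutamate oxidase and HRP, measured before and after 30 min room-temperature incubation. hKGA is in 45 mM KH2PO4 (pH 8.2) with 0.02% Tween-20; glutamine added as 1mM solution.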
HP1b chromo inh: inhibitors of HP1-beta chromodomain binding to methylated histone tails. AlphaScreen HP1-beta / biotin-H3K9me3 peptide binding. AID 540317. P83916. 390,000 compounds, 0.56% hits. Potency, µM (doses to about 114 µM), inactives show top-dose activity change, negative = inhibition, usual class: inhibitors; further: nearly all actives have a fitted effect of over 70% in size; inactives centre near 23
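Compound inhibition of the preformed complex between 50 nM HP1-beta and 50 nM biotinylated H3K9me3 peptide was read by AlphaScreen. Buffer was PBS pH 7.4 with 0.01% Tween-20. Incubations ran 30 min at room temperature, with 10 ug/mL donor/acceptor beads.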
Pin1 inh: inhibitors of human Pin1; 390,000 compounds, 0.009% hits; Potency, µM (highest dose often 115 µM), for the others: at the top dose activity, negative = inhibition, actives largely listed as inhibitors; Pin1 FP peptide displacement, HiFluor488, 10 min; active means well fitted inhibition curve with a large enough effect in the polarisation, with a control signal flat, not every such curve was filed as active; inconclusive means small, poorly fitted or top-dose-only effect, or effect the other way, or a change in a side signal; inactive means no such curve, though single readings can be large or run the other way; the % refers to the polarisation; further: on the % scale 0 is the no-effect control and ±100 the full control effect
BLM inh: blocks DNA unwinding by human BLM helicase; Potency, µM (series often up to 56.1 µM), without a hit: top-dose activity change, negative = inhibition, hits mostly inhibitors; recombinant BLM DNA unwinding, fluorescence dequenching; 350,000 compounds, 0.2% hits;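 further: plate controls were vehicle for no effect and no enzyme for full effect; nearly all actives have a fitted effect of over 35% in size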
JMJD2A Tudor inh: JMJD2A Tudor domain (human) inhibition; Potency, µM (series often up to 114 µM), without a hit: at the top dose activity change, negative = inhibition, actives largely listed as inhibitors; 390,000 compounds, 4.4% hits; AID 504339; AlphaScreen JMJD2A-Tudor / H3K4me3 peptide binding; O75164; further: on the % scale 0 is the no-effect control and ±100 the full control effect; nearly all actives have a fitted effect of over 50% in size
BAZ2B inh: inhibitors of human BAZ2B bromodomain | Potency, µM (series often up to 114 µM), without a hit: at the highest dose activity change, negative = inhibition, actives largely listed as inhibitors | AlphaScreen BAZ2B-H3K14Ac peptide displacement | 360,000 compounds, 4.4% hits | Q9UIF8; further: on the % scale 0 is the no-effect control and ±100 the full control effect; nearly all actives have a fitted effect of over 60% in size
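BAZ2B 50 nM plus b-H3(5-23)K14Ac 50 nM, PBS pH 7.4/0.01% Tween-20, 30 min RT; compound added (max 110 uM), 30 min RT; streptavidin donor/Ni-chelate acceptor beads 10 ug/mL final, 20 min dark; AlphaScreen read.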
Pol iota inh: blocks human DNA polymerase iota activity. Q9UNA4. Pol iota fluorescent replication assay, 10 min. Potency, µM (top dose mostly 115 µM), without a hit: top-dose activity, negative = inhibition, hits mostly inhibitors. 390,000 compounds, 1% hits
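Fluorescent replication assay read twice, at 0 min and 10 min after adding 50 nM (final) substrate. Enzyme (10 nM) and compounds were first incubated 15 min at room temperature; enzyme-free buffer wells were negative controls.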
G9a inh: blocks human histone lysine methyltransferase G9a. AID 504332. Potency, µM (highest dose often 102 µM), for inactives: at the highest dose activity, negative = inhibition, actives largely listed as inhibitors. G9a H3K9 monomethylation, AlphaScreen, 2 h. Q96KQ7. 350,000 compounds, 8.8% hits; further: on the % scale 0 is the no-effect control and ±100 the full control effect; nearly all actives have a fitted effect of over 75% in size
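AlphaScreen detection with an anti-monomethyl H3K9 antibody quantified product after a 2 h room-temperature reaction containing 500 nM biotinylated H3K9 peptide, 20 µM SAM and 20 nM enzyme, which had been preincubated 15 min with compound.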
Active calls of the source: *; i = inactive; ? = inconclusive; / = not tested or not shown; & = joins results of further samples; ! = repeats disagree; [ ] = dose if it differs, or a comment. Unless noted, the call rests on the fitted dose curve; in most records, active means well fitted curve in the direction sought with a large enough effect; inconclusive means small, poorly fitted or top-dose-only effect, or another doubt; inactive means no such curve, though single readings can be large; an effect the other way counts as inactive or inconclusive. Potency means the concentration at half of the fitted maximal effect.

SMILES	Tb PGK inh	GLS inh	HP1b chromo inh	Pin1 inh	BLM inh	JMJD2A Tudor inh	BAZ2B inh	Pol iota inh	G9a inh
COc1ccc(CC(=O)N/N=C(\C)CC(=O)NCc2ccco2)cc1OC	0%	2%	18%	-10%	3%	-18%	-16%	-3%	?
O=[N+]([O-])c1cc(/C=N/O)ccc1SCc1ccccc1	i	6%	39%	3%	0%	-16%	-26%	-1%	48%[59 µM]
Cc1ccc(CSc2nc3nc(C)cc(C)n3n2)cc1	0%	4%	40%[activator]	-3%	-3%	-9%	5%	153%[activator]	/
O=C(NC12CC3CC(CC(C3)C1)C2)c1cc([N+](=O)[O-])ccc1Cl	i	2%	42%	-1%	-4%	-19%	-39%	17%	/
COc1ccc(C(=O)C(Cc2cc(C(C)=O)ccc2OC)N2CCCC2)cc1 (stereo not given)	i	1%	48%[activator]	14%	5%	-19%	-26%	?	-30%
Cc1cc(C)n2nc(SC(C)C(=O)N3CC(C)OC(C)C3)nc2n1 (stereo not given)	-5%	-1%	22%	-4%	/	-11%	/	2%	/
CC(=O)N1CCC2(CC1)CC(=O)c1cc(OCC(=O)NCc3ccco3)ccc1O2	-2%	1%	-7%	-2%	-1%	-25%	-5%	16%	-2%[12.7 µM]
COc1ccc(C(C)(C)C)cc1NC(=O)CSc1ncn[nH]1	2%	14%	24%	-3%	/	-13%	-4%	33%[activator]	-33%
COc1cccc(NC(=O)COc2cccc(-n3cnnn3)c2)c1	i	-3%	23%	-1%	-2%	-7%	-8%	27%	-5%
Cc1ccc(C(C)C)c(OCc2ccc(C(=O)N/N=C/c3ccc(O)c(O)c3)cc2)c1	-9%	-10%	-4%	-1%	-13%	-27%	-37%	3%	?
CC(=O)Nc1ccc(S(=O)(=O)NCCc2ccccn2)cc1	-10%	0%	21%	-5%	-1%	-8%	-4%	129%[activator]	8%
COC(=O)[C@@]1(Cc2ccc(OC)cc2)[C@H]2c3cc(C(=O)N(C)C)n(C[C@H](O)CO)c3C[C@H]2CN1C(=O)c1ccccc1	0%	12%	34%	-1%	-5%&-3%	-10%	?	13%	?
CCCCn1c(N)c(N(CCOC)C(=O)CSCc2cccc(C)c2)c(=O)[nH]c1=O	-2%	9%	26%	0%	/	-4%	-3%	31%[activator]	?
Cc1ccnc(N2CCC(C(=O)Nc3ccc(Oc4ccccc4)cc3)CC2)n1	7%	9%	4%	-7%	-1%	-9%	-7%	13%	22%[59 µM]
CCN(CC)C(=O)c1cc(-c2ccc(Cl)cc2)on1	i	-2%	7%	-4%	2%	-7%	14%	7%	6%[59 µM]
COc1cccc(/C=N/NC(=S)NCc2ccco2)c1OC	i	-5%	9%	4%	-5%	-27%	-7%	22%	21%[59 µM]
CC(C)=C(NC(=O)c1ccccc1)C(=O)N/N=C(\C)c1ccccc1O	-10%	1%	39%[activator]	1%	-1%	-2%	-7%	22%	30%[59 µM]
O=C(/C=C/c1ccccc1)NCc1ccco1	0%	-4%	16%	5%	-2%	-20%	-15%	30%	?
Cc1ccsc1CNS(=O)(=O)c1ccc(F)cc1	i	0%	69%[activator]	-2%	-7%	?	5%	10%	-3%[12.7 µM]
O=C(NN1C(=O)c2cc(Br)ccc2NC1c1cc(Br)cc(Br)c1O)c1ccncc1 (stereo not given)	-4%	?	-11%[57 µM]	16%	-5%	-34%	?	18%	?
Cc1ccc(-n2c(=O)c(C#N)cc3c(=O)n4ccccc4nc32)cc1C	-3%	-7%	34%	?	-1%	4%	8%	-5%	20%
Cc1ccc(-c2cc(C(=O)N3CCCC(C(F)(F)F)C3)c3ccccc3n2)o1 (stereo not given)	-1%	4%	30%	1%	/	-9%	-3%	16%	71%[activator][2.33 µM]
CCOc1ccc(CCNC(=O)c2ccc(=O)[nH]c2)cc1OCC	i	6%	30%	-3%	-1%	-10%	-9%	27%	/
O=C(O)c1ccc(N/N=C/c2ccnc3ccccc23)cc1	-11%	5%	59%[activator]	-6%	-11%	-23%	-35%	-20%	?
COC(=O)C1C(c2ccccc2)C(C(=O)O)C1c1ccccc1 (stereo not given)	-6%	3%	40%[activator]	-2%	3%	-20%	-18%	3%	10%
O=C(CCn1nc(-c2ccc(Cl)cc2)ccc1=O)N1CCN(c2ccccc2)CC1	0%	13%	13%	?	-2%	-29%	-35%	29%	-48%
CN(C)S(=O)(=O)c1ccc(N2CCCC2)c(C(=O)Nc2ccccc2N2CCOCC2)c1	0%	-1%	31%	1%	-1%	-4%[57.1 µM]	-7%	-9%	-4%[12.7 µM]
N#CCCn1cc(/C=N/NC(N)=S)c(-c2ccc(Br)cc2)n1	0%	-7%	5%	1%	-14%	?	?	0%	?
CCc1ccc(OCc2nnc(SCCN3CCOCC3)n2CC)cc1	-7%	-7%	?	-3%	1%	3.2µM*	/	13%	7.1µM*
CN(Cc1ccco1)S(=O)(=O)c1nnc(NC(=O)c2ccccc2)s1	-7%&-10%	-8%&6%	45%&30%[activator]	0%&-2%	-7%&-1%	-10%&-5%	?	45µM*!	-2%[59 µM]
CCN(Cc1ccc(N(C)C)cc1)C(C)C(=O)Nc1ccc(S(=O)(=O)N2CCCC2)cc1 (stereo not given)	-2%	17%	-27%	1%	/	32µM*	40µM*	0%	20%[12.7 µM]
Cc1nnc(SCc2ccccc2)c2cc3sccc3n12	/	-23%	48%[activator]	8%	-3%	-2%	8%	4%	6%[59 µM]
Cc1ccc(Cl)cc1N1CCN(S(=O)(=O)c2ccc3oc(=O)c4ncn(C)c4c3c2)CC1	-6%	-4%	39%	1%	0%	7%	3%	-24%	-1%[59 µM]
O=C(CNC(=O)c1cccs1)N/N=C/c1ccc(Cl)cc1	3%	-7%	30%	3%	-3%	11%	-5%	66%[activator]	2%
Cc1ccc(S(=O)(=O)CCC(=O)N2CCN(c3ccc(Cl)cc3)CC2)cc1	1%	35%[activator]	12%	0%	-6%	-12%	1%	1%[58.9 µM]	?
CC(=O)Nc1ccc(C(=O)OC2CCOC2=O)cc1 (stereo not given)	-2%	-21%	57%[activator]	-2%	-2%	-11%[57.1 µM]	-1%	5%	10%
CC(c1nccs1)N(C)c1nc2nonc2nc1N(C)C (stereo not given)	5%	5%	26%	-16%	-1%	-6%	-6%	-15%	-8%[12.7 µM]
C=CCNC(=S)NCc1cccnc1	-3%	5%	20%	0%	2%	-8%	10%	16%	0%[59 µM]
Cc1ccc(SCC(=O)OC(C)C(=O)NCc2ccccc2)cc1 (stereo not given)	i	0%	42%[activator]	2%	/	12%	13%	22%	-34%
Cc1[nH]nc(C(=O)NN=Cc2ccccc2Cl)c1N=NN(C)C	-5%	-7%	14%	7%	/	-24%	/	?	/

Structures shown so far containing bromine (two):
SMILES	Tb PGK inh	GLS inh	HP1b chromo inh	Pin1 inh	BLM inh	JMJD2A Tudor inh	BAZ2B inh	Pol iota inh	G9a inh
O=C(NN1C(=O)c2cc(Br)ccc2NC1c1cc(Br)cc(Br)c1O)c1ccncc1 (stereo not given)	-4%	?	-11%[57 µM]	16%	-5%	-34%	?	18%	?
N#CCCn1cc(/C=N/NC(N)=S)c(-c2ccc(Br)cc2)n1	0%	-7%	5%	1%	-14%	?	?	0%	?

New compounds follow.
SMILES	Tb PGK inh	GLS inh	HP1b chromo inh	Pin1 inh	BLM inh	JMJD2A Tudor inh	BAZ2B inh	Pol iota inh	G9a inh
CC(C)(C)c1cc(Br)ccc1OCC(=O)Nc1ncn[nH]1	3%	18%	34%	1%	-1%	-7%	2%	16%	20%
Cc1cc(S(=O)(=O)N2CCOCC2)ccc1F	i	1%	?	2%	-1%	79µM*	-5%	?	-2%[59 µM]
O=C(CCN=C1NS(=O)(=O)c2ccccc21)Nc1ccc(F)cc1Cl	-2%	-3%	11%	-1%	/	-17%	/	3%	/
COc1ccc(/C=C(/NC(=O)c2ccco2)C(=O)NCc2ccco2)cc1OC	1%	0%	7%	6%	-1%	-8%	-3%	5%	/
Cc1ccc(-c2nnc(-c3ccc4ccccc4c3)o2)cc1	-3%	-2%	88%[activator]	-1%	/	-4%	/	2%	/
O=C(CSc1nc(=O)n2ccccc2n1)NCc1ccc2c(c1)OCO2	6%	-5%	20%	-1%	/	-6%	-11%	16%	8%
COc1ccc(C(C)=O)cc1COC(=O)CCNS(=O)(=O)c1ccc(C(C)=O)cc1	-9%	0%	15%	-3%	-7%	-8%	-19%	18%	6%
Cc1cc(N2O[C@H]3C=C[C@@H]2C3)no1	5%	-1%	-1%	-6%	/	79µM*	/	?	/
CCOCCCNC(=O)c1ccc2c(c1)ncn2-c1ccccc1OC	8%	6%	35%	0%	-1%	-4%	-1%	33%[activator]	1%
O=C(c1cccs1)N(CCN1CCCCC1)CC1CCCN(C2CCCC2)C1 (stereo not given)	i	-13%	64%[activator]	-10%	6%	-16%	-14%[57.1 µM]	-6%	6%
O=C(CSc1ccccc1)N1CCN(c2ccccc2)CC1	-5%	9%	54%[activator]	-6%	4%	6%	6%	?	7%[59 µM]
COc1cccc(N=Nc2ccc(O)c3ncccc23)c1	-7%	0%	?	-1%	-7%	18µM*	7.9µM*	105%[activator]	10µM*
O=C(c1cccc(F)c1)N1CCCC(C(=O)N2CCCCCC2)C1 (stereo not given)	i	-13%	36%	-18%	6%	-3%	7%	44%[activator]	78%[activator]
O=C(NNc1ccccc1C(F)(F)F)c1cccs1	i	-3%	35%	-7%	-2%	-17%	-23%	28%	/
CCN1CCc2c(sc(NC(=S)NC(=O)c3ccco3)c2C(N)=O)C1	-9%	-13%	?	7%	-2%	?	-34%	68%[activator]	20µM*
Nc1nnc(SC2CC(=O)N(c3ccccc3)C2=O)s1 (stereo not given)	-10%	6%	?	6%	0%	45µM*	7%	2%	8.9µM*

By substructure: those above containing a COOH group (2)
SMILES	Tb PGK inh	GLS inh	HP1b chromo inh	Pin1 inh	BLM inh	JMJD2A Tudor inh	BAZ2B inh	Pol iota inh	G9a inh
O=C(O)c1ccc(N/N=C/c2ccnc3ccccc23)cc1	-11%	5%	59%[activator]	-6%	-11%	-23%	-35%	-20%	?
COC(=O)C1C(c2ccccc2)C(C(=O)O)C1c1ccccc1 (stereo not given)	-6%	3%	40%[activator]	-2%	3%	-20%	-18%	3%	10%

The list is partial. The share of hits here may be higher or lower than overall.
